GAA glycogen – qHTS Assay for Inhibitors and Activators of Human alpha-Glucosidase Cleavage of Glycogen; Lysosomal alpha-glucosidase (Homo sapiens), P10253; recombinant GAA, glycogen substrate, Amplex Red glucose oxidase fluorescence; Potency, µM (titrated, usually from 76.4 µM), without a hit: top-dose activity change, negative = inhibition, hits mostly inhibitors; 0.38% of 300,000 active;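 also: potency is read from the fitted curve at half-maximal effect; 0% = full enzyme reaction and -100% = no-enzyme basal signal; the screen sought inhibitors and activators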
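qHTS, 1536-well; enzyme 4 nM final; cpd up to 77 uM; substrate bovine liver glycogen 30 ug; 50 mM citrate/phosphate pH 5.0, 0.01% Tween-20; 37 C, 40 min; Amplex Red detection 45 min RT; Hill fit → AC50.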
aGlu spleen mod – qHTS Assay for Inhibitors and Activators of Human alpha-Glucosidase From Spleen Homogenate; AID 2112, 2009; 0.006% of 240,000 active; Lysosomal alpha-glucosidase (Homo sapiens), P10253; Potency, µM (series often up to 79.9 µM), inactives show top-dose activity change, negative = inhibition, most hits filed as inhibitors; human spleen homogenate, 4-MU-alpha-glucoside fluorescence;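 also: potency is read from the fitted curve at half-maximal effect; 0% = enzyme with vehicle and -100% = no enzyme basal signal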
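Enzyme source: human spleen homogenate, 1 ug/well. Buffer 50 mM citric acid/K phosphate pH 5.0, 0.01% Tween-20. 4-MU-alpha-glucoside 1 mM; 37 C x 40 min; NaOH/glycine stop; fluorescence.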
HTT cytoprotect – qHTS Multiplex Assay to Identify Dual Action Probes in a Cell Model of Huntington: Cytoprotection (ATP) | Potency, µM (highest dose often 56.4 µM), for inactives: cytoprotection (ATP increase), usual class: activators | AID 1471, 2008 | PC12 HTT-Q103 induced, cytoprotection, ATP luminescence, 40 h | 0.14% of 230,000 active;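 also: potency is read from the fitted curve at half-maximal effect; % of control where 0% means no effect; nearly all actives have a fitted effect of over 45% in size; toxic huntingtin expression switched on by the ecdysone agonist tebufenozide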
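Stable PC12 Q103-GFP cells in serum-supplemented, phenol red-free DMEM; induction by tebufenozide at 100 nM final; compound dose series; cell viability quantified luminescently from ATP.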
GAA inh – qHTS Assay for Inhibitors of Human alpha-Glucosidase as a Potential Chaperone Treatment of Pompe Disease. Lysosomal alpha-glucosidase (Homo sapiens), P10253. purified human GAA, 4-MU-alpha-glucoside fluorescence. Potency, µM (highest dose often 76.9 µM), inactives show at the top dose activity change, negative = inhibition, hits mostly inhibitors. 0.005% of 200,000 active;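 also: potency is read from the fitted curve at half-maximal effect; plate controls were uninhibited enzyme wells for no effect and no-enzyme background for full effect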
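Read-out is 4-methylumbelliferone fluorescence (Ex 365/Em 440 nm) after NaOH/glycine stop at pH 10. Enzyme 4 nM, substrate 400 uM, pH 5.0 citrate buffer, 20 min room temperature; AC50 from Hill-equation concentration-response.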
HttQ103 aggreg – qHTS Multiplex Assay to Identify Dual Action Probes in a Cell Model of Huntington: Aggregate Formation (GFP) | PC12 HttQ103-GFP aggregates, Acumen cytometry, 40 h | Potency, µM (doses to about 46.1 µM), inactives show at the highest dose activity change, negative = inhibition, hits mostly inhibitors | 1.1% of 220,000 active; also: potency is read from the fitted curve at half-maximal effect; % is scaled to controls: 0 for no effect and ±100 for the full control effect; nearly all actives have a fitted effect of over 60% in size
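PC12/HTTQ103-GFP, ecdysone-inducible; teb 100 nM; cpd qHTS titration; GFP aggregates read on laser cytometer, Ex 488/Em 500-530 nm.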
CBFb RUNX1 block – qHTS Assay for Compounds Blocking the Interaction Between CBF-beta and RUNX1 for the Treatment of Acute Myeloid Leukemia; AlphaScreen CBFb-His/RUNX1-biotin binding, biochemical; Potency, µM (highest dose often 59.8 µM), inactives show at the highest dose activity, negative = inhibition, actives largely listed as inhibitors; AID 1477, 2009; 230,000 tested, under 10 active; Runt-related transcription factor 1 (Homo sapiens) + Core-binding factor subunit beta …; also: % of control where 0% means no effect
Target sequence (Q01196 whole entry, looked up): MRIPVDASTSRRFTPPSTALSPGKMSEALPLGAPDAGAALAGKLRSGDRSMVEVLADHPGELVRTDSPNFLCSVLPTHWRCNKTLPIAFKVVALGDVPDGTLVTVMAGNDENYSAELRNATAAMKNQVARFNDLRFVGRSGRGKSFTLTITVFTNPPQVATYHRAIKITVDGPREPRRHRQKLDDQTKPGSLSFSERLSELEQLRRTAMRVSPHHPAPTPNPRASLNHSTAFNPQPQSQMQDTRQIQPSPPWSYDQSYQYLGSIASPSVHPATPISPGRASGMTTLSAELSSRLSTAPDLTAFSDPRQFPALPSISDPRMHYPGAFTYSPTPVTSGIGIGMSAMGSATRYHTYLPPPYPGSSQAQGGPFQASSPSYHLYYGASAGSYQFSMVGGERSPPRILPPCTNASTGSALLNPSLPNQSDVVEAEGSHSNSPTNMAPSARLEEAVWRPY
Target sequence (Q13951 whole entry, looked up): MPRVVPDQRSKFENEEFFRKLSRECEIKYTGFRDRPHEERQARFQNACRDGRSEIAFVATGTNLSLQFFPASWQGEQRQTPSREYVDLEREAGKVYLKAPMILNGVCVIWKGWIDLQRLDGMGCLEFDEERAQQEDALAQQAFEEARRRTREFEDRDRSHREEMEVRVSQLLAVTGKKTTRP
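Bead-based AlphaScreen assay; binding partners His-tagged CBF-beta and biotinylated RUNX1 at 30 nM each. Compound exposure 15 min after a 20-min protein preincubation; bead step 90 min; all steps at room temperature.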
Lamin A splicing – qHTS Assay for Modulators of Lamin A Splicing; 0.01% of 200,000 active; HeLa LMNA splicing GFP/RFP minigene ratio, 48 h; Potency, µM (highest dose often 46.1 µM), for inactives: at the top dose ratio change, negative = inhibition, usual class: inhibitors; active = well fitted inhibition curve with a large enough effect in the signal ratio, with a control signal flat, not every such curve was filed as active; inconclusive = small, poorly fitted or top-dose-only effect, or effect the other way, or a change in a side signal; the % refers to the signal ratio; also: potency is read from the fitted curve at half-maximal effect; % is scaled to controls: 0 for no effect and ±100 for the full control effect
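Read-out is the ratio of GFP to DsRed2 object intensity, acquired by 488 nm laser-scanning cytometry on HeLa lamin A-EGFP minigene reporter cells. Compound incubation 48 hrs at 37 °C in Opti-MEM with 2% FBS; DMSO 0.5% final.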
* marks the source's active call; other numbers are inactive results; ? = inconclusive; / = no result given; & = joins results of further samples; ! = not active in a repeat; [ ] = remark or other dose. Unless noted, calls follow the shape of the dose curve; as a rule, active = well fitted curve in the direction sought with a large enough effect; inconclusive = small, poorly fitted or top-dose-only effect, or another doubt; inactive = no such curve, though single readings can be large; an effect the other way counts as inactive or inconclusive. An excerpt; rates above refer to the full screens.

smiles	GAA glycogen	aGlu spleen mod	HTT cytoprotect	GAA inh	HttQ103 aggreg	CBFb RUNX1 block	Lamin A splicing
OC1(c2ccc(F)cc2)CC2CCC(C1)N2Cc1nnnn1C1CCCC1 (stereo not given)	5.6%	-4.8%	-31.5%[10 µM]	1.4%	15.8%	-0.7%	-6.7%
CCCC(=O)Cl	/	-3.8%	-3.5%	/	/	4.2%[21.7 µM]	/
C[C@@H]1CC2(CCCC[N+]2(C)C)C[C@H]1C	5.7%	0.1%	-29.0%	3.7%	1.3%	1.7%	/
BrCC(Br)C1CCC(Br)C(Br)C1 (stereo not given)	/	-3.1%	5.3%	/	/	0.7%[21.7 µM]	/
CCOc1ccc(CN(CCCl)CCCl)cc1C(=O)OC	-5.1%	-0.4%	-21.4%	11.6%	5.3%	2.9%	2.6%[0.0737 µM]
CC(=O)NC1CC2CCCC(C1)N2 (stereo not given)	-5.0%	-2.8%	-2.5%	-3.2%	12.9%	-6.9%	5.4%
S=c1[nH]nc(-c2ccco2)n1Cc1ccccc1	-14.1%	-4.5%	-16.3%	-2.0%	?	-2.1%	?
CC(C)(c1ccc(OC[C@@H]2CO2)cc1)c1ccc(OC[C@H]2CO2)cc1	/	-0.6%	-32.1%[inhibitor][1.9 µM]	/	/	26.7%[21.7 µM]	/
Cc1cc(C)nc(-n2c(C)nc3cc(Cl)ccc3c2=O)c1	7.7%	-3.0%	12.5%	-8.8%	-6.9%[9.22 µM]	6.0%	9.2%
CC1(C)CC(=O)c2cc(OCC(=O)N3CCN(Cc4ccccc4)CC3)ccc2O1	-2.8%	2.5%	-5.4%	8.6%	-16.6%	1.0%	?
C[C@H]1CN(C2CCC(C#N)(c3ccc(F)cc3)CC2)CC[C@@]1(C(=O)O)c1ccccc1 (stereo not given in full)	/	6.3%[29.1 µM]	-33.9%[inhibitor][17.1 µM]	/	-3.8%[20.6 µM]	6.8%[21.7 µM]	?
Cc1cc2c(C(C)C)c(O)c(O)c(C=O)c2c(O)c1-c1c(C)cc2c(C(C)C)c(O)c(O)c(C=O)c2c1O	8.91µM*	-2.5%	12.1%[1.9 µM]	?	?	?	?
O=c1c2ccccc2nc(CSc2ncnc3nc[nH]c23)n1-c1ccc(Cl)c(Cl)c1	6.4%	?	-34.3%	1.0%	6.5%	4.4%	13.2%
CC(C)COc1ccc(C2(C#N)CC[N+](C)(C)CC2)cc1	11.0%	-13.7%	-71.0%[inhibitor]	-6.0%	6.5%	-0.2%	0.1%
CCCC12CN3CC(CCC)(CN(C1)C3c1ccccn1)C2=O (stereo not given)	-1.4%	-13.9%	9.1%	3.4%	-21.6%	-16.8%	-1.7%
COCCNC(=O)c1c(N)n(CCC(C)C)c2nc3ccccc3nc12	-10.3%	13.1%	-2.1%	?	3.2%	28.2%	3.6%
N#CC(c1ccc(Cl)nn1)c1c(F)cccc1Cl (stereo not given)	?	-20.2%	-4.1%[10 µM]	0.5%	-2.5%	-5.0%	/
O=c1[nH]c(O)c(C=Nc2ccccc2Oc2ccccc2)c(=O)[nH]1	1.1%	0.5%	-0.2%[10 µM]	-0.1%[15.4 µM]	-8.5%[9.22 µM]	-0.3%	/
c1ccc2c(c1)OC[C@@H](C1=NCCN1)O2	/	1.4%	5.01µM*!	/	/	3.1%&6.4%[21.7 µM]	?
CC(C)[C@@H]1CN[C@H](C(=O)O)[C@@H]1CC(=O)O	/	9.0%	3.6%	/	/	4.0%[21.7 µM]	/
O=C1NC(=O)N(CCc2ccc(F)cc2)C(=O)/C1=C/c1ccco1	-22.7%	3.0%	-42.6%[inhibitor]	4.9%	11.3%	?	/
Cc1cc(/C=C2\C(=O)NC(=O)N(Cc3ccco3)C2=O)c(C)n1-c1ccc(C(=O)O)cc1	?	-16.4%	6.9%[10 µM]	/	-7.5%[9.22 µM]	?	/
COc1ccc(C2=CC(c3ccc(OC)c(OC)c3)c3c(c4ccccc4oc3=O)O2)cc1OC (stereo not given)	0.5%	-1.2%	-39.2%[10 µM]	/	5.8%[9.22 µM]	-7.9%	/
Cc1ccc(O)c(CN2CCN(c3ccccc3)CC2)c1	-4.0%	-1.6%	-4.3%	-1.7%	13.7%	10.1%	?
COc1ccc2c(c1)C13CCCC[C@@H]1C(C2)N(C)CC3 (stereo not given in full)	-9.7%	-1.3%	-16.8%[10 µM]	/	-8.0%[9.22 µM]	14.5%	?
C[C@]12CCC3C(CC[C@H]4C[C@@H](O)CC[C@]34C)[C@@H]1CCC2=O (stereo not given in full)	/	-3.4%	-16.2%[1.9 µM]	/	/	-4.9%[21.7 µM]	/
NC1CC1c1ccccc1 (stereo not given)	/	-0.4%	/	/	/	1.9%	-29.3%
Fc1ccccc1CCNCc1ccccc1	3.2%	4.6%	/	-6.7%	-15.2%	6.2%	-6.4%
O=C1NC(=O)N(c2ccccc2)C(=O)/C1=C\c1ccc2c3c(cccc13)CC2	-3.9%	-6.0%	13.8%[10 µM]	10.3%	-9.3%	-0.1%	-10.4%
COc1cc2c(cc1OC)[C@@H]1C(=O)c3ccc(O)c(CC=C(C)C)c3OC1CO2 (stereo not given in full)	/	-9.4%	-44.2%[inhibitor]	/	/	0.0%	/
Cc1ccccc1OCCN=Cc1c(O)n(C)c(=O)n(C)c1=O	-1.8%	-1.1%	-15.3%	-11.7%	-28.2%	1.8%	12.0%
CN1CC[C@@]2(c3cccc(O)c3)Cc3nc4ccccc4cc3C[C@H]2C1	/	-2.0%	?	/	/	-6.4%[21.7 µM]	/
CN1C(=O)C(=CN2CCN(C(=O)c3ccco3)CC2)C(=O)N(C)C1=S	3.7%	-3.8%	21.6%[10 µM]	-4.0%	?	-3.4%	-0.3%
CCC(C(=O)N1CCC2(CC1)OCCO2)c1ccccc1 (stereo not given)	6.7%	4.6%	-6.3%	2.3%	-15.4%	-5.4%	-4.2%
CN1CCN(c2ccc(S(C)(=O)=O)cc2[N+](=O)[O-])CC1	1.8%	-8.5%	24.3%[10 µM]	1.9%	-13.6%	6.6%	-8.6%
CCOc1ccc(N2C(=O)NC(=O)/C(=C\c3ccc(N4CCOCC4)cc3C)C2=O)cc1	-1.6%	5.5%	10.2%[10 µM]	1.4%	2.3%[9.22 µM]	-1.2%	/
COc1ccc(C=C2C(=O)N(C)C(=O)N(C)C2=O)cc1CSc1ccccn1	-2.6%	0.9%	-0.9%	-5.1%	-0.9%	-1.4%	16.3%
C=CCN1C(=O)NC(=O)/C(=C/c2ccoc2)C1=O	-2.5%	-5.7%	-43.0%[10 µM]	9.2%	17.5%	-0.5%	?
O=C(NC1(C(F)(F)F)Oc2ccccc2O1)N1CCC2(CC1)OCCO2	5.62µM*	-0.6%	-26.9%[10 µM]	-5.4%	?	-16.2%	?
C/C=C(\C)C(=O)OC1CC(OC(C)=O)[C@@]2(C(=O)OC)COC3C2[C@@]12CO[C@](O)(C(=O)OC)C2[C@](C)(C12OC1(C)C1CC2OC2OC=C[C@]21O)C3O (stereo not given in full)	/	-0.5%	-21.4%	/	/	9.1%	/
CC(C)(C)NC(=O)C1CC2CCCCC2CN1 (stereo not given)	17.5%	-20.6%	17.2%[10 µM]	-6.8%	22.8%	16.1%	0.0%[46 µM]
O=Cc1ccccc1	/	-0.1%	-3.2%	/	/	7.7%[21.7 µM]	/
O=C(c1n[nH]c(=O)c2ccccc12)N1CCC2(CC1)OCCO2	4.3%	-7.2%	-21.4%	1.8%	-23.4%	1.0%	/
CC(C)CC(N(C)C)C1(c2ccc(Cl)cc2)CCC1 (stereo not given)	/	1.7%&4.4%	?	/	5.6%	24.4%&21.0%	?
Cc1cc(C)cc(N2C(=O)NC(=O)/C(=C\c3cc(C)n(C)c3C)C2=O)c1	-4.7%	7.4%	-31.9%[inhibitor][1.9 µM]	10.0%	-8.4%[9.22 µM]	-2.7%	-7.0%[46 µM]
COc1ccc(CN2CCCCC2c2cccnc2)cc1C (stereo not given)	-0.9%	4.1%	7.2%	-3.7%	3.6%	0.9%	9.5%
COc1ccc(CN2CCN(Cc3ccccc3)CC2)c(OC)c1	-2.8%	-1.9%	-7.8%	-8.5%	-4.2%	2.5%	-1.6%
COc1ccc(C2C(C(=O)N3CCC4(CC3)OCCO4)CC(=O)N2c2ccc(OC)cc2)cc1 (stereo not given)	5.8%	-1.2%	-1.8%[10 µM]	-28.9%	-2.4%	8.4%	-1.3%
CCOC(=O)C1=C(C)OC(N)=C(C(=O)OCC)[C@@]12C(=O)N(CC(N)=O)c1ccccc12	6.1%	-5.6%	-9.8%	0.3%[15.4 µM]	-16.3%	0.6%	-5.6%
Cc1ccccc1NP(=O)(Oc1ccccc1F)Oc1ccccc1F	-18.7%	-26.5%	13.7%[10 µM]	7.7%	3.0%	9.3%	-17.2%
C=C(C)C1CCC(C)=CC1c1c(O)cc(O)cc1CCCCC (stereo not given)	/	-6.5%	-362.6%[inhibitor]	/	/	6.9%	/

3 entries from above, ordered by SMILES length, rising:
smiles	GAA glycogen	aGlu spleen mod	HTT cytoprotect	GAA inh	HttQ103 aggreg	CBFb RUNX1 block	Lamin A splicing
O=Cc1ccccc1	/	-0.1%	-3.2%	/	/	7.7%[21.7 µM]	/
CC(C)(C)NC(=O)C1CC2CCCCC2CN1 (stereo not given)	17.5%	-20.6%	17.2%[10 µM]	-6.8%	22.8%	16.1%	0.0%[46 µM]
CCOC(=O)C1=C(C)OC(N)=C(C(=O)OCC)[C@@]12C(=O)N(CC(N)=O)c1ccccc12	6.1%	-5.6%	-9.8%	0.3%[15.4 µM]	-16.3%	0.6%	-5.6%

Bioassay records deposited in PubChem BioAssay by National Center for Advancing Translational Sciences (NCATS).
